PNC assembly inh – perinucleolar compartment assembly inhibition; actives 3.1% (n = 140,000); PC3M PTB-GFP, PNC prevalence imaging, 16 h; active compounds read low; activity change (PNC), negative = inhibition, % at 10 µM;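 active means readout at or below -70, meaning at least 70% loss of cells showing the perinucleolar compartment, a nuclear body marking cancer cells; inconclusive means readout between -30 and a set limit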;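 further: plate controls were DMSO wells for no effect and camptothecin positive control wells for full effect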
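Compounds are pinned in duplicate onto adhered PC3M cells stably expressing GFP-tagged PTB and incubated 16 h at 37 C. Cells are then fixed, nuclei stained with Hoechst, and PNC-positive cells counted.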
IMPase cell inh – IMPase inhibition in cells; CHO-M1 cells, IP1 accumulation, HTRF TR-FRET ratio; inhibition (IP1 accumulation), % at 46.1 µM; 120,000 tested, under 10 active; AID 901; active means well fitted curve in the direction sought with a large enough effect in the signal ratio, not every such curve was filed as active; inconclusive means small, poorly fitted or top-dose-only effect, or a change in a side signal; inactive means no such curve, though single readings can be large or run the other way; the % refers to the signal ratio;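 further: cells stimulated with carbachol in lithium chloride buffer; plate controls were DMSO basal wells for no effect and reference inhibitor wells for full effect; higher means more IMPase inhibition seen as more IP1 and lower FRET ratio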
Target sequence (P97697 whole entry, looked up): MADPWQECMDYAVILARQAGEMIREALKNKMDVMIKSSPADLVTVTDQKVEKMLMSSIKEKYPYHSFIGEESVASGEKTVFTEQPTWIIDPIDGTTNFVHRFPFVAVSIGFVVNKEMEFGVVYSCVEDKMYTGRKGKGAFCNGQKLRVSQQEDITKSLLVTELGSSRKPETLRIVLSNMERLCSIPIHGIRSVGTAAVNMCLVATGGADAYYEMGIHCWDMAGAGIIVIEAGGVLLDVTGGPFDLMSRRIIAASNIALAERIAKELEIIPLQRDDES
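CHO-M1 cells (CHO stably expressing M1 receptor), compound up to 46 uM final, stimulated with carbachol (50 uM as added) in buffer with 50mM LiCl, pH 7.4, 30 min at 37C. Cytosolic IP1 read by TR-FRET; AC50 from Hill fits.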
15-hLO-2 inh – blocks human 15-lipoxygenase 2 activity; Potency, µM (doses to about 57.1 µM), for inactives: at the top dose activity change, negative = inhibition, usual class: inhibitors; O15296; purified 15hLO-2, xylenol orange hydroperoxide absorbance; actives 0.56% (n = 110,000); further: potency means the concentration at half of the fitted maximal effect; nearly all actives have a fitted effect of over 60% in size; many of its hits are not listed in these tables
Target sequence (O15296 whole entry, looked up): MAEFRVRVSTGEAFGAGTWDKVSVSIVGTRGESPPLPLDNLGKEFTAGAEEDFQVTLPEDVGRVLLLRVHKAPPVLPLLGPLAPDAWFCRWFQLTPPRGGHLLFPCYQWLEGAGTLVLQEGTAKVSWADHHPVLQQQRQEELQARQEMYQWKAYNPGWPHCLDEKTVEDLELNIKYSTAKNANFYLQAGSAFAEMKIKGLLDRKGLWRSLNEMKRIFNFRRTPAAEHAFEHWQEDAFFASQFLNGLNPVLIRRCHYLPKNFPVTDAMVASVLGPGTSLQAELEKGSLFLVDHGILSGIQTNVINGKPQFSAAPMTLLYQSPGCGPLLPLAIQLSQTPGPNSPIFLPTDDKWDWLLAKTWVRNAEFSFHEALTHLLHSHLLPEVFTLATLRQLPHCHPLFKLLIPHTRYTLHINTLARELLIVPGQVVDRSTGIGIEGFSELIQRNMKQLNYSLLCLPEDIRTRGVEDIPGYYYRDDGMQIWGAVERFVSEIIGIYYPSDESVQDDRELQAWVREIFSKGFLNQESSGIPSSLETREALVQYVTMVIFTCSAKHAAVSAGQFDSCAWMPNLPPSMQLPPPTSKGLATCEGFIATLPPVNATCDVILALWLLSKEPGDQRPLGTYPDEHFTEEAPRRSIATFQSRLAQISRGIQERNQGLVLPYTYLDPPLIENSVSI
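Purified human 15hLO-2 (50 nM) preincubated 15 min with compound, then 45 uM arachidonic acid for 90 min at RT in 25 mM Hepes pH 7.5, 0.01% Triton X-100. Hydroperoxide detected by Fe-xylenol orange; 573/405 nm absorbance ratio.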
12-hLO inh – inhibitors of human 12-lipoxygenase (ALOX12) | AID 1452 | P18054 | purified 12-hLO, xylenol orange hydroperoxide absorbance | Potency, µM (titrated, usually from 57.1 µM), for the others: top-dose activity change, negative = inhibition, actives largely listed as inhibitors | actives 0.12% (n = 150,000); further: potency means the concentration at half of the fitted maximal effect; nearly all actives have a fitted effect of over 55% in size; many of its hits are not listed in these tables
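Lipoxygenase turnover measured by absorbance at 573 and 405 nm after Fe-XO development. Human 12hLO 150 nM, arachidonate 40 uM, pH 7.0 Hepes buffer with detergent; 15 min compound preincubation, 30 min reaction.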
An asterisk follows results filed as active; & = joins results of further samples; [ ] = dose if it differs, or a comment. Unless noted, the call rests on the fitted dose curve; in most records, active means well fitted curve in the direction sought with a large enough effect; inconclusive means small, poorly fitted or top-dose-only effect, or another doubt; inactive means no such curve, though single readings can be large; an effect the other way counts as inactive or inconclusive. Unless noted, on the % scale 0 is the no-effect control and ±100 the full control effect. An excerpt; count on the stated rates, not on these rows.

For COc1ccc(N(C(=O)CCl)C(C(=O)NCCc2ccccc2)c2cccs2)cc1 (stereo not given) the results were PNC assembly inh -3 and 12-hLO inh -4%.
`COc1ccc(N(C(=O)Cn2nnc3ccccc32)C(C(=O)NCc2ccco2)c2cccnc2)cc1` (stereo not given) gave PNC assembly inh inconclusive, IMPase cell inh -1, 15-hLO-2 inh -2% and 12-hLO inh 0%.
Screening CC1CC2C3CCC4=CC(=O)C=C[C@@]4(C)[C@]3(F)C(O)C[C@]2(C)[C@]1(O)C(=O)CO (stereo not given in full) returned 15-hLO-2 inh -6%&2% and 12-hLO inh 0%&-3%.
`CCn1c2ccccc2c2nnc(SCC(=O)OCN3C(=O)c4ccccc4C3=O)nc21` gave PNC assembly inh inconclusive, IMPase cell inh -2, 15-hLO-2 inh -9% and 12-hLO inh -3%.
Screening CN(C)S(=O)(=O)Nc1ccccn1 returned 15-hLO-2 inh -10%[11.4 µM] and 12-hLO inh -2%[11.4 µM].
Screening COc1ccc(C(=O)Nn2cnc3ccccc3c2=O)c(OC)c1 returned PNC assembly inh 46, IMPase cell inh 5, 15-hLO-2 inh -7% and 12-hLO inh -2%.
For C=C(C)CSc1nnc(-c2cccc(Cl)c2)n1N the results were PNC assembly inh -1, IMPase cell inh 2, 15-hLO-2 inh -2% and 12-hLO inh 1%.
Screening CCOc1cnn(Cc2ccccc2)c(=O)c1SCc1ccccc1 returned PNC assembly inh inconclusive and 12-hLO inh -3%.
`CSCCC(NC(=O)C12CC3CC(CC(C3)C1)C2)C(=O)OCC(=O)c1ccc(Cl)cc1` (stereo not given) gave PNC assembly inh 15, IMPase cell inh 2, 15-hLO-2 inh 6% and 12-hLO inh -5%.
Screening N#Cc1c(C(F)(F)F)cc(-c2ccccc2)nc1SCCN1CCOCC1 returned PNC assembly inh 10, IMPase cell inh 4 and 12-hLO inh -1%.
For O=C(NCCCN1CCN(c2ccccc2F)CC1)C1CCN(S(=O)(=O)c2cccs2)CC1 the results were PNC assembly inh -27, IMPase cell inh 3, 15-hLO-2 inh 17% and 12-hLO inh -6%.
`CN(C)c1ccc(C2OC(=O)C(C)(C)C(=O)C2(C)C)cc1` (stereo not given) gave PNC assembly inh -6, IMPase cell inh inconclusive, 15-hLO-2 inh -7% and 12-hLO inh -6%.
`CCC(C)(C)n1nnnc1C(c1cccc(C#N)c1)N1CCN(c2cc(C)ccc2C)CC1` (stereo not given) gave PNC assembly inh -8, IMPase cell inh 8, 15-hLO-2 inh 5% and 12-hLO inh 5%.
`NC(=O)CSC1=Nc2ccccc2C2=NC(CCC(=O)NCc3ccc(F)cc3)C(=O)N12` (stereo not given) gave PNC assembly inh inconclusive, IMPase cell inh -1, 15-hLO-2 inh 0% and 12-hLO inh 6%.
For COCCNC(=S)N/N=C(\C)c1ccc(OC)cc1 the results were PNC assembly inh inconclusive and 12-hLO inh -11%.
Screening C=CC[n+]1c(-c2ccc(C)cc2)csc1NNC(=O)Nc1ccccc1 returned PNC assembly inh inconclusive, IMPase cell inh 3, 15-hLO-2 inh -17% and 12-hLO inh -12%.
For Cc1ccc(C(C)C)c2c1C(c1ccc3c(c1)OCO3)CC(=O)O2 (stereo not given) the results were 15-hLO-2 inh inconclusive and 12-hLO inh 0%[0.00818 µM].
Screening CCNc1nc(Sc2ccc(C)cc2)cc(C(F)(F)F)n1 returned PNC assembly inh 62, IMPase cell inh 6 and 12-hLO inh -2%.
CCc1nnc(NC(=O)c2cc3ccccc3oc2=O)s1 was read as PNC assembly inh 24, IMPase cell inh -4, 15-hLO-2 inh -1% and 12-hLO inh -4%.
`Cc1ccc2c(C(=O)CN3CCCC3)c(C)[nH]c2c1` gave PNC assembly inh inconclusive, IMPase cell inh -5, 15-hLO-2 inh -2% and 12-hLO inh -20%.
For CCCCN(C(=O)CSc1cc(C)c2ccc(OC)cc2n1)c1c(N)n(Cc2ccccc2)c(=O)[nH]c1=O the results were PNC assembly inh 11 and 12-hLO inh -3%.
Screening O=C(O)C1CCCCC1C(=O)NCCCCc1ccccc1 (stereo not given) returned PNC assembly inh -28, IMPase cell inh -6, 15-hLO-2 inh -2% and 12-hLO inh -5%.
`CCc1c(C)nc(N2CCOCC2)[nH]c1=O` gave PNC assembly inh -18, IMPase cell inh inconclusive, 15-hLO-2 inh -16%[11.4 µM] and 12-hLO inh 3%.
Screening COC(=O)c1ccccc1Sc1c(/C=N/OCc2ccc(Cl)cc2)c(C(F)(F)F)nn1C returned PNC assembly inh 37, IMPase cell inh 14, 15-hLO-2 inh -2% and 12-hLO inh -1%.

Continued, overlapping the part above by 5 compounds.
`Cc1ccc2c(C(=O)CN3CCCC3)c(C)[nH]c2c1` gave PNC assembly inh inconclusive, IMPase cell inh -5, 15-hLO-2 inh -2% and 12-hLO inh -20%.
For CCCCN(C(=O)CSc1cc(C)c2ccc(OC)cc2n1)c1c(N)n(Cc2ccccc2)c(=O)[nH]c1=O the results were PNC assembly inh 11 and 12-hLO inh -3%.
Screening O=C(O)C1CCCCC1C(=O)NCCCCc1ccccc1 (stereo not given) returned PNC assembly inh -28, IMPase cell inh -6, 15-hLO-2 inh -2% and 12-hLO inh -5%.
`CCc1c(C)nc(N2CCOCC2)[nH]c1=O` gave PNC assembly inh -18, IMPase cell inh inconclusive, 15-hLO-2 inh -16%[11.4 µM] and 12-hLO inh 3%.
Screening COC(=O)c1ccccc1Sc1c(/C=N/OCc2ccc(Cl)cc2)c(C(F)(F)F)nn1C returned PNC assembly inh 37, IMPase cell inh 14, 15-hLO-2 inh -2% and 12-hLO inh -1%.
Cc1cc(C)nc(SCSc2nc(C)cc(C)n2)n1 was read as PNC assembly inh 7, IMPase cell inh 5, 15-hLO-2 inh 8% and 12-hLO inh 0%.
Cn1c(=O)cc(SCC(=O)NCCN2CCN(c3ccccc3F)CC2)c2cc(Cl)ccc21 was read as PNC assembly inh 27, IMPase cell inh -10, 15-hLO-2 inh 32%[activator] and 12-hLO inh 5%.
COc1ccc(OCc2nn3c(Cn4cnc5ccccc54)nnc3s2)cc1 was read as PNC assembly inh 43, IMPase cell inh 11, 15-hLO-2 inh -1% and 12-hLO inh 0%.
O=C(Nc1ccc(-c2nnco2)cc1)c1ccccc1 was read as PNC assembly inh -21, IMPase cell inh 5, 15-hLO-2 inh 1% and 12-hLO inh -1%.
`O=C(CSc1nnc(-c2ccc(Cl)cc2Cl)n1C1CCCCC1)NC1CCS(=O)(=O)C1` (stereo not given) gave PNC assembly inh 47, IMPase cell inh 13, 15-hLO-2 inh 3% and 12-hLO inh 2%.
`O=C(NCCCn1ccnc1)c1cc2ccccc2oc1=O` gave PNC assembly inh -6, IMPase cell inh -1 and 12-hLO inh 0%.
Screening CCn1c(CNc2ccc(F)cc2)nnc1SCCN1CCCCC1 returned PNC assembly inh 21, IMPase cell inh 12, 15-hLO-2 inh 7% and 12-hLO inh 6%.
`Cc1c(C(=O)N2CCCC2)sc(NC(=O)c2cccs2)c1C#N` gave PNC assembly inh -22, IMPase cell inh 1, 15-hLO-2 inh -3% and 12-hLO inh -2%.
CC(NC(=S)Nc1ccc(Cl)cc1)C(c1ccccc1)N1CCOCC1 (stereo not given) was read as PNC assembly inh inconclusive, IMPase cell inh 1 and 12-hLO inh -2%.
Screening O=c1c(-c2ccc(O)cc2)coc2cc(OC3OC(CO)C(O)C(O)C3O)ccc12 (stereo not given) returned PNC assembly inh 5 and 12-hLO inh -3%.
Screening Cc1cc(C)cc(NC(=O)CN2CCC(NC(=O)Cc3ccccc3)CC2)c1 returned PNC assembly inh inconclusive, IMPase cell inh -3, 15-hLO-2 inh 12% and 12-hLO inh 0%.
Screening CNC(=O)c1cc2cc(OC)ccc2n1CCN(Cc1ccccc1)Cc1ccccc1 returned PNC assembly inh 37, IMPase cell inh 6, 15-hLO-2 inh 5% and 12-hLO inh 1%.
CCc1ccc(NC(=O)N(CCN2CCOCC2)C2CCN(C(C)=O)CC2)cc1 was read as PNC assembly inh -8, IMPase cell inh -14, 15-hLO-2 inh 9% and 12-hLO inh 0%.
Screening Cc1cc(/N=C/N(C)C)on1 returned PNC assembly inh -21, IMPase cell inh -2, 15-hLO-2 inh -2% and 12-hLO inh -4%.
Screening CCOc1cccc(-c2nnc(SCC(=O)Nc3ccc(OC)c(OC)c3)n2N)c1 returned PNC assembly inh -108*, IMPase cell inh 0, 15-hLO-2 inh 10% and 12-hLO inh 1%.
Screening COCCOC(=O)C1=C(C)N=c2s/c(=C\c3cccs3)c(=O)n2C1c1cccs1 (stereo not given) returned PNC assembly inh -83*, IMPase cell inh -4, 15-hLO-2 inh 5%[2.29 µM] and 12-hLO inh -4%.
Screening CN(C)C(/C=C/Nc1ccc(F)cc1F)=C(C#N)C#N returned PNC assembly inh 25, IMPase cell inh 12, 15-hLO-2 inh 0% and 12-hLO inh -2%.
Screening Cc1c(C(=O)N2CCN(c3ccccn3)CC2)sc2ncnc(N3CCOCC3)c12 returned PNC assembly inh 27, IMPase cell inh -5, 15-hLO-2 inh 5% and 12-hLO inh -1%.
For CCOC(=O)c1ccc(NC(=S)Nc2ccccn2)cc1 the results were PNC assembly inh inconclusive, IMPase cell inh 13, 15-hLO-2 inh inconclusive and 12-hLO inh -2%.
CC(OC(=O)c1ccc([N+](=O)[O-])s1)C(=O)Nc1ncc(Cl)cc1Cl (stereo not given) was read as PNC assembly inh 66, IMPase cell inh 9 and 12-hLO inh -1%.
`CCc1nnc(NC(=O)CSc2ncc(-c3ccccc3)n2C)s1` gave PNC assembly inh 0, IMPase cell inh 12, 15-hLO-2 inh 3% and 12-hLO inh 2%.
For O=C(CSc1nnc(CNc2ccc(F)cc2)n1Cc1ccccc1)NCc1ccco1 the results were PNC assembly inh 12, IMPase cell inh 1, 15-hLO-2 inh -10% and 12-hLO inh -4%.
`Brc1ccc(-c2nc(N/N=C/c3cccnc3)c3ccccc3n2)cc1` gave PNC assembly inh 4, IMPase cell inh 7, 15-hLO-2 inh 27% and 12-hLO inh -23%.
For O=C(Cn1c(CC(=O)N2CCCC2)nc2ccccc21)NCc1ccccc1 the results were PNC assembly inh 13, IMPase cell inh 2, 15-hLO-2 inh -7% and 12-hLO inh -5%.
`Cc1ccc(C(=O)Nc2nc(-c3ccc([N+](=O)[O-])cc3)cs2)o1` gave PNC assembly inh -18 and 12-hLO inh -2%.
Clc1cccc(Cl)c1CO/N=C/c1c(-c2ccccc2)nc2n1CCS2 was read as PNC assembly inh 31, IMPase cell inh 5, 15-hLO-2 inh 13% and 12-hLO inh 6%.
Cc1ccc(N(C)C(=O)N2CCN(S(=O)(=O)c3c(C)cc(C)cc3C)CC2)cc1 was read as PNC assembly inh 18, IMPase cell inh 6, 15-hLO-2 inh 2% and 12-hLO inh -3%.
COC(=O)c1cn(CC(=O)N2CCCCC2C)c2ccccc12 (stereo not given) was read as PNC assembly inh 27, IMPase cell inh 5, 15-hLO-2 inh -3% and 12-hLO inh 3%.
Screening Cc1nn(-c2ccccc2)c(Cl)c1/C=N/Nc1ccc(S(=O)(=O)Nc2ccccc2C(=O)O)cc1[N+](=O)[O-] returned PNC assembly inh 27, IMPase cell inh -1 and 12-hLO inh inconclusive.
For N#Cc1ccsc1NC(=O)CSc1ncnc2ccccc12 the results were PNC assembly inh -5, IMPase cell inh 5, 15-hLO-2 inh -15% and 12-hLO inh -6%.
Screening CCOC(=O)c1c(NC(=S)Nc2ccccc2)sc2c1CCN(CC)C2 returned PNC assembly inh 16, IMPase cell inh 10, 15-hLO-2 inh 7% and 12-hLO inh -1%.
Screening CCOc1ccc(C2/C(=C(/O)c3ccc(Cl)cc3)C(=O)C(=O)N2CCCN(C)C)cc1OC (stereo not given) returned PNC assembly inh 11, IMPase cell inh -1, 15-hLO-2 inh 0% and 12-hLO inh -3%.
Screening CCCOc1ccc(C(=O)Nc2ccc(N(C)C)cc2)cc1 returned PNC assembly inh 13, IMPase cell inh 8, 15-hLO-2 inh -8% and 12-hLO inh 7%.
